Compound activity as filed in PubChem.
MC4R antagonist = antagonists of human melanocortin 4 receptor (MC4R) | P32245 | MC4R-expressing cells, MTII-stimulated cAMP, LANCE TR-FRET | inhibition, % at 6.5 µM | 360,000 tested, 0.48% active;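 active = inhibition above its plate's cutoff, the mean of tested wells on that plate plus 3 SD, cut at about 29% in these data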;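 also: 0% = Melanotan II alone and 100% = Melanotan II plus saturating MCL0020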
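System: U2OS-MC4R stable cell line; Technique: Eu-cAMP/anti-cAMP TR-FRET, emission 671 nm; Repeats: single well per compound; Also added: Melanotan II; Dosing: one concentration, 6.5 µM nominal; Schedule: 30-min compound, 1-h challenge, 1-h detection, room temperature.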
TLR9-MyD88 block = blocks human TLR9 binding to MyD88; Q9NR96+Q99836; CHO BLA complementation TLR9-MyD88, CCF4 FRET ratio; inhibition, % at 4.98 µM; 340,000 tested, 0.21% active; AID 504734;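 active = inhibition above the mean over all tested compounds plus 3 SD, cut at about 21% in these data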;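 also: 0% = DMSO only wells and 100% = clavulanate BLA inhibitor control wells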
Exocytosis inh = lytic granule exocytosis inhibition. TALL-104 LAMP-1 surface exposure, flow cytometry; cells stimulated with thapsigargin and PMA. inhibition, % at 10 µM. 360,000 tested, 0.66% active. AID 651702;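 active = inhibition above about 55%, limit read from the data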
N-glyco inh = blocks N-linked glycosylation in D54 reporter cells | D54 ERlucT glycosylation luciferase reporter, 24 h; percent of 100 nM tunicamycin response | reporter increase, % at 12.5 µM | 360,000 tested, 0.23% active;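 active = mean luciferase reporter signal, scaled so untreated is 0 and the glycosylation-blocking control 100, at or above a set limit in every replicate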;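 also: luciferase carries N-glycosylation sites so blocking glycosylation raises the light; 0% = median of neutral control wells and 100% = median of 100 nM tunicamycin wells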
MC4R barr agon = agonists of human melanocortin 4 receptor (MC4R) beta-arrestin; P32245; AID 540308; activation, % at 8.9 µM; 360,000 tested, 0.98% active; U2OS MC4R beta-arrestin complementation, luminescence; percent of melanotan II response, DMSO zero;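 active = activation above a per-plate cutoff, the mean activation of sample wells on that plate plus 3 SD, cut at about 8% in these data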
aDG glyco up = alpha-DG glycosylation activation; Pro5-aDG cells, alpha-DG glycosylation AlphaScreen (IIH6); 0% Pro5, 100% B10-LARGE cell signal; activation, % at 10 µM; 360,000 tested, 0.22% active; AID 624168;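 active = activation of at least 8% versus controls, or a plate z-score of at least 8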;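 also: Pro5 are CHO cells carrying HIG-tagged alpha-DG that lacks glycosylation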
Vif inh = inhibitors of HIV Vif; HEK293T cells, Vif self-association by quenched fluorescence, imaging, 24 h; inhibition, % at 7.49 µM; 340,000 tested, 0.35% active; in the data active = inhibition above about 50%, passing the limit was not always enough; also: some results filed as inactive read as strong as hits
ABCB6 inh MLPCN = blocks the human ABCB6 transporter | Q9NP58 | K562-ABCB6 porphyrin accumulation, flow cytometry, 1 h; hits give low values | fluorescence ratio to DMSO, % at 10 µM | 360,000 tested, 0.19% active | AID 602162;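 active = fluorescence ratio to DMSO below 75%, the collection mean minus 3 SD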;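 also: signal is porphyrin accumulated inside mitochondria; 100% equals median channel fluorescence of DMSO control wells; lower ratio means ABCB6 inhibition with less porphyrin fluorescence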
ABHD5-PLIN5 inh = inhibitors of human ABHD5-perilipin-5 interaction. Split G. princeps luciferase complementation, luminescence, 4 h. 360,000 tested, 0.78% active. inhibition, % at 4 µM. Q00G26+Q8WTS1. AID 602281;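 active = inhibition above the mean inhibition across every tested compound plus 3 SD, cut at about 22% in these data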;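 also: 0% = DMSO only wells and the 100% control is not disclosed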
Target sequence (Q00G26 whole entry, looked up): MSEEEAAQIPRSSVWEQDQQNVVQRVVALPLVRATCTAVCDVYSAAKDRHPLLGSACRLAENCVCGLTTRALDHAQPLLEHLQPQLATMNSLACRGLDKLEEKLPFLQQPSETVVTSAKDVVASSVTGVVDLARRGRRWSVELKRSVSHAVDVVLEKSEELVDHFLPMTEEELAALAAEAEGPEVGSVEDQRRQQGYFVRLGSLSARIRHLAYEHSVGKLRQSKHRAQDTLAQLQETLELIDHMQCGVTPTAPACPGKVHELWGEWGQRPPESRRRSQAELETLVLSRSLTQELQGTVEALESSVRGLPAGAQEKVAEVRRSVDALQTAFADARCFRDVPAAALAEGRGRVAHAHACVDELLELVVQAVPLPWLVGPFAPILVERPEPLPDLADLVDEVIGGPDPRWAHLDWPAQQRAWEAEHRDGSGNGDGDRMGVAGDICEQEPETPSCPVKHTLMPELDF
Target sequence (Q8WTS1 whole entry, looked up): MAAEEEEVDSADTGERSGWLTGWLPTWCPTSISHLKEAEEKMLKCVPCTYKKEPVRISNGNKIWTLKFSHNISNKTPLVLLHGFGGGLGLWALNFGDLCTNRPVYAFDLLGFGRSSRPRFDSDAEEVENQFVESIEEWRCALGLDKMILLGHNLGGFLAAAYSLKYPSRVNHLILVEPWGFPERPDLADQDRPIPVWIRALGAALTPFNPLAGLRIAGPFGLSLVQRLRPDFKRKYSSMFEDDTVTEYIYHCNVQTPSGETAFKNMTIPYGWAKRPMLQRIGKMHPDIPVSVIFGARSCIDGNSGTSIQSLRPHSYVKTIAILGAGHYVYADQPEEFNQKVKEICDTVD
NOD2-RIPK2 inh = inhibitors of human NOD2-RIPK2 interaction; O43353; 360,000 tested, 0.38% active; inhibition, % at 4.98 µM; CHO BLA complementation NOD2-RIPK2, CCF4 ratio; in the data active = inhibition above about 21%;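 also: 0% = vehicle only and 100% = reference blocker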
Active calls of the source: *; . = not tested or not shown. The list is partial; the hit share may differ from the screen's.

SMILES | MC4R antagonist | TLR9-MyD88 block | Exocytosis inh | N-glyco inh | MC4R barr agon | aDG glyco up | Vif inh | ABCB6 inh MLPCN | ABHD5-PLIN5 inh | NOD2-RIPK2 inh
C[C@H](CO)N1C[C@H](C)[C@@H](CN(C)S(=O)(=O)c2ccccc2)Oc2ccc(NC(=O)Nc3ccc(C(F)(F)F)cc3)cc2C1=O | 17 | -4 | 3 | -6 | -0.4 | -0.1 | . | 92 | -15 | 4
O=S1(=O)NC(=NCCOCCO)c2ccccc21 | 17 | 1 | 6 | 1 | -0.8 | -0.4 | 3 | 96 | -10 | -16
Cc1cc(S(=O)(=O)N2CCOCC2)ccc1OCC(=O)N1CCCCC1 | 8 | -3 | 3 | -1 | -0.2 | 0.1 | 19 | 94 | -6 | -11
OCCN1CCN(CC#CCC(c2ccccc2)c2ccccc2)CC1 | 11 | -7 | 11 | -1 | -1.4 | -0.1 | 2 | 95 | 4 | 6
O=C(O)CSC(=S)N1CCCC1 | 16 | 7 | -5 | 0 | -1.1 | -0.1 | 3 | 100 | -3 | 4
COc1ccc(C(=O)Nc2ccc(S(=O)(=O)N3CCCCC3C)cc2)c(OC)c1OC (configuration not stated) | -18 | -2 | 3 | -5 | -0.1 | -0.1 | -19 | 97 | 0 | -16
Cc1cccc(NC2=C(Cl)C(=O)OC2NC(=O)c2ccccc2)c1 (configuration not stated) | 7 | 10 | -1 | 0 | -0.8 | 0.0 | -7 | 85 | -2 | -6
COc1ccc(-c2nnc(NC(=O)CSc3ccc(C)cc3)s2)cc1OC | 4 | 5 | -6 | -1 | 1.2 | 0.0 | 4 | 101 | -6 | 8
Cc1ccc(Cl)cc1S(=O)(=O)N1CCC(C(=O)NC2CCN(Cc3ccccc3)CC2)CC1 | 20 | -26 | 14 | 0 | -2.7 | 1.2 | -39 | 92 | 7 | -5
O=C(CN1CCN(Cc2ccc(F)cc2Cl)C1=O)NCc1cccs1 | -2 | 5 | 2 | -1 | 1.0 | -0.1 | 6 | 94 | -2 | -10

Entries of single compounds from above. Values in the order: MC4R antagonist | TLR9-MyD88 block | Exocytosis inh | N-glyco inh | MC4R barr agon | aDG glyco up | Vif inh | ABCB6 inh MLPCN | ABHD5-PLIN5 inh | NOD2-RIPK2 inh
`O=S1(=O)NC(=NCCOCCO)c2ccccc21` reads 17 | 1 | 6 | 1 | -0.8 | -0.4 | 3 | 96 | -10 | -16
`Cc1cc(S(=O)(=O)N2CCOCC2)ccc1OCC(=O)N1CCCCC1` reads 8 | -3 | 3 | -1 | -0.2 | 0.1 | 19 | 94 | -6 | -11

Further structures.
SMILES | MC4R antagonist | TLR9-MyD88 block | Exocytosis inh | N-glyco inh | MC4R barr agon | aDG glyco up | Vif inh | ABCB6 inh MLPCN | ABHD5-PLIN5 inh | NOD2-RIPK2 inh
O=C(NCCSc1ccc(Cl)cc1)c1ccc(CN2CCOCC2)cc1 | 7 | 9 | -2 | -1 | -1.4 | 1.2 | 4 | 94 | -1 | -9
CN1CCN(NC(=O)Nc2cccc(Cl)c2Cl)CC1 | 6 | . | -2 | 2 | 1.0 | -0.1 | 3 | 99 | 0 | -2
COc1ccccc1CNC(=O)CCCn1nc(C)n2ccnc2c1=O | 13 | 7 | -3 | 0 | 0.5 | -0.1 | -7 | 98 | -4 | 1
COc1ccc(CCCC(=O)N/N=C/c2cccc(OC)c2O)cc1C | 4 | -2 | -2 | -7 | -0.3 | 0.5 | 1 | 98 | -2 | -4
CC(C)N1CCC1(C)C(=O)Nc1ccc(-n2cccc2)cc1 (configuration not stated) | 16 | . | 13 | 1 | 1.9 | 0.0 | . | 96 | -6 | 2
CS/C(=C(/C#N)S(=O)(=O)c1ccc(Cl)cc1)N1CCOCC1 | -1 | . | 3 | -1 | 0.6 | -0.1 | -7 | 88 | -4 | -1
O=C(COC(=O)C1(c2ccc(Cl)cc2)CCCC1)Nc1ncc(C(F)(F)F)cc1Cl | 5 | 6 | 0 | 1 | -0.7 | -0.2 | 1 | 113 | -7 | -12
COc1ccccc1N1C(=O)CC(N2CCN(c3ccc([N+](=O)[O-])cc3)CC2)C1=O (configuration not stated) | -2 | -4 | 29 | 2 | -2.1 | 0.0 | -2 | 100 | -3 | 22*
Cc1ccc(S(=O)(=O)N2CCOCC2)cc1NC(=O)CSc1ccc(Cl)cc1 | 14 | 6 | -4 | -3 | -0.7 | 0.3 | 0 | 92 | -8 | -5
COc1cc(NC2c3ccccc3C(=O)N2Cc2ccccc2Cl)cc(OC)c1 (configuration not stated) | 5 | 6 | 1 | -2 | -0.5 | 0.2 | -4 | 93 | 1 | 4
COC(=O)c1ccc(NC(=O)CN(c2ccc3c(c2)OCO3)S(C)(=O)=O)cc1 | 8 | 1 | -2 | 2 | -1.5 | 0.1 | -2 | 99 | 0 | 0
CC1CN(C(=S)NC(=O)C2CCCCC2)CC(C)O1 (configuration not stated) | 4 | 3 | 0 | -4 | 0.6 | -0.1 | -6 | 100 | 2 | -1
COc1ccc(Nc2nc(-c3cccs3)nc3ccccc23)c(OC)c1 | 23 | 16 | -1 | 2 | 0.3 | 0.4 | 0 | 98 | 3 | -8
CC(=O)C(C)n1c(CN2CCN(C(=O)c3ccco3)CC2)nc2c1c(=O)n(C)c(=O)n2C (configuration not stated) | 0 | 11 | 0 | 2 | -1.3 | -0.1 | 6 | 100 | -1 | -3
COc1ccc(NC(=S)NC(=O)C2CCCCC2)cc1 | 1 | 4 | -4 | -1 | -0.8 | -0.1 | 4 | 97 | -9 | -1
COc1ccc(S(=O)(=O)N2CCOCC2)cc1C(=O)Nc1nc2ccccc2s1 | 10 | -5 | 9 | -4 | -1.6 | 2.0 | 1 | 104 | 4 | 3
Cc1nn(C)c(C)c1CN(Cc1nc(CCC(C)C)no1)C(C)C | -3 | -15 | -2 | -3 | -0.3 | 6.7 | -2 | 94 | -5 | -2
COc1ccccc1N(CC(=O)NC1CCCCC1)C(=O)Cn1nnc(-c2ccc(C)o2)n1 | -5 | -5 | -4 | -3 | 0.3 | 0.1 | -3 | 91 | -7 | -7
Cc1ccc2nc(N/C(N)=N/S(=O)(=O)c3ccc([N+](=O)[O-])cc3)nc(C)c2c1 | -7 | 8 | -5 | 6 | -0.1 | 2.2 | 0 | 98 | -1 | 3
Cc1ccc2c(c1)Oc1ccc(NC(=O)CCl)cc1C(=O)N2 | -40 | 7 | -1 | 0 | -1.7 | -0.6 | -2 | 93 | 12 | 16
CN(C)c1ccc(/C=N/NC(=O)CCCO)cc1 | 16 | . | -4 | 1 | 1.0 | 1.0 | 19 | 97 | -4 | -2
CCN1CCN(c2nc3c(c(=O)n(C)c(=O)n3C)n2CCSc2ncccn2)CC1 | 13 | -2 | -5 | 2 | -0.9 | 0.9 | 8 | 93 | -5 | 1
CCc1nc2ccccc2n(CC)c1=O | 5 | 4 | 2 | 3 | -2.6 | 0.0 | -4 | 111 | -1 | -8
CC1(C(=O)Nc2ccccc2Br)CCN1C(=O)Cc1ccc(Cl)cc1Cl (configuration not stated) | 0 | . | -2 | -1 | -0.4 | 0.2 | 7 | 97 | -6 | -7
CCCn1cc(CN2CCC(n3nccc3NC(=O)c3ccc4c(c3)OCO4)CC2)c(C)n1 | 10 | 1 | 4 | 0 | 0.1 | -0.1 | -4 | 101 | 2 | 3
COc1ccc(CC(N)c2csc(NC(=O)c3ccccc3)n2)cc1 (configuration not stated) | -6 | . | -2 | -2 | 1.3 | 1.1 | -1 | 71* | 3 | -8
Cc1c(NC(=O)CCC(=O)N2CCOCC2)c(=O)n(-c2ccccc2)n1C | 6 | 2 | 5 | -1 | -1.8 | -0.4 | 16 | 92 | -3 | -3
CCCCN1C(=O)C(CC(=O)NC2CCCC2)CC(C(=O)N2CCOCC2)=C1C (configuration not stated) | 6 | -6 | 0 | 3 | -1.0 | 0.1 | -2 | 101 | -6 | 9
O=S(=O)(Cc1ncc(C(F)(F)F)cc1Cl)c1ccccc1 | -10 | -4 | 28 | 9 | -3.3 | 0.1 | 3 | 92 | 1 | -8
Cc1cc(NC(=O)CSc2nc(C(C)C)nc3sc(C)c(C)c23)no1 | -4 | -6 | 2 | 2 | 8.4* | 0.2 | 9 | 99 | -2 | -12
O=C(NC(=S)Nc1ccc(Cl)cn1)C(c1ccccc1)c1ccccc1 | -12 | -3 | -4 | 0 | -3.4 | 0.2 | . | 104 | 0 | 1
Cc1ccc(C(=O)Nc2ccc(N3CCN(S(C)(=O)=O)CC3)cc2)cc1C | -4 | . | 0 | -1 | 1.0 | -0.2 | -3 | 94 | 2 | -11
COc1ccc(NC(=O)CSc2nnc3n2CCCCC3)cc1 | -2 | -9 | 10 | 0 | 1.2 | 0.2 | -3 | 101 | -2 | -9
COc1ccc(CCN2C(=O)N(c3ccc(OC)cc3)C(=O)C2CC(=O)Nc2ccc(OC)cc2)cc1 (configuration not stated) | 3 | -8 | -3 | -1 | 0.4 | 0.0 | -2 | 100 | 0 | -12
Cc1cnc(=O)[nH]c1SCC(=O)c1ccc(F)cc1 | -3 | 1 | 1 | -1 | -2.4 | 0.1 | 2 | 99 | -8 | -5
Cc1ccc(NC(=O)c2ccccc2NC(=O)c2cccnc2)cc1 | 6 | 10 | -1 | 0 | 0.6 | -0.1 | -8 | 96 | -7 | 6
O=C(O)COc1ccc(Nc2ccccc2)cc1 | -5 | -2 | -1 | 0 | -2.5 | 0.5 | 3 | 103 | -4 | -6
C/C=C\C=C\C(=O)Nc1cccc(C2=NOC3(C2)C[C@@H](C(N)=O)N(C(=O)C(c2ccccc2)c2ccccc2)C3)c1 (some centres not stated) | 23 | 2 | -1 | 4 | -0.3 | -0.2 | -13 | 106 | 6 | 0
CN(C)c1ccc(CNC(=O)C2(C)Cc3c(-c4ccc(N(C)C)cc4)ccnc3O2)cc1 (configuration not stated) | 8 | . | 1 | -2 | 0.8 | -0.5 | 1 | 95 | 3 | -8

Compounds above with an aryl thioether with sulfur outside any ring, in the order listed:
SMILES | MC4R antagonist | TLR9-MyD88 block | Exocytosis inh | N-glyco inh | MC4R barr agon | aDG glyco up | Vif inh | ABCB6 inh MLPCN | ABHD5-PLIN5 inh | NOD2-RIPK2 inh
COc1ccc(-c2nnc(NC(=O)CSc3ccc(C)cc3)s2)cc1OC | 4 | 5 | -6 | -1 | 1.2 | 0.0 | 4 | 101 | -6 | 8
O=C(NCCSc1ccc(Cl)cc1)c1ccc(CN2CCOCC2)cc1 | 7 | 9 | -2 | -1 | -1.4 | 1.2 | 4 | 94 | -1 | -9
Cc1ccc(S(=O)(=O)N2CCOCC2)cc1NC(=O)CSc1ccc(Cl)cc1 | 14 | 6 | -4 | -3 | -0.7 | 0.3 | 0 | 92 | -8 | -5
CCN1CCN(c2nc3c(c(=O)n(C)c(=O)n3C)n2CCSc2ncccn2)CC1 | 13 | -2 | -5 | 2 | -0.9 | 0.9 | 8 | 93 | -5 | 1
Cc1cc(NC(=O)CSc2nc(C(C)C)nc3sc(C)c(C)c23)no1 | -4 | -6 | 2 | 2 | 8.4* | 0.2 | 9 | 99 | -2 | -12
COc1ccc(NC(=O)CSc2nnc3n2CCCCC3)cc1 | -2 | -9 | 10 | 0 | 1.2 | 0.2 | -3 | 101 | -2 | -9
Cc1cnc(=O)[nH]c1SCC(=O)c1ccc(F)cc1 | -3 | 1 | 1 | -1 | -2.4 | 0.1 | 2 | 99 | -8 | -5
